T cell HTS: modulates CD8 T cell binding to vesicles | 2C CD8+ T cell-vesicle binding, flow cytometry; stronger effect = lower value | calls only at 7 µM | hit rate 0.068% among 330,000;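 active means response, share of CD8 T cells binding vesicles, and their 90th percentile fluorescence all below set limits, cut at about 80% in these data, passing the limit was not always enough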
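Assay system – 2C mouse CD8+ T cells · Also added – QL9-loaded Drosophila micro-vesicles · Timing – Cell–vesicle co-incubation 1.5 h at 37 °C, staining 20 min on ice · Signal – flow cytometry of vesicle-bound cells · Measure – percent CD8+ FL2 mean versus row control · Controls – Peptide-free naked vesicles (low) and QL9 vesicles with 0.7% DMSO vehicle (high)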
PhoP inhibition: PhoP-dependent GFP reporter repression – Salmonella Typhimurium, primary screen (AID 1863) | S. Typhimurium PhoP-regulated promoter GFP reporter, 4 h; higher % means a stronger effect | inhibition, % at 50 µM; hits with a dose series show IC50 in µM | hit rate 0.16% among 300,000;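 active means inhibition over 29.93%, a cutoff 3 SD above the screen mean, later confirmed by dose response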;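 further: 0% = low Mg2+ inducing control and 100% = high Mg2+ repressing control; strong numbers were not always called active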
Ins promoter up: MIN6 insulin promoter up-regulation | MIN6 insulin promoter-GFP reporter, high-content imaging; stronger effect = higher value | z-score at 5 µM | AID 1625 | hit rate 0.3% among 190,000;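 active means z-score above 3 at 5 µM with at least 500 cells counted in the well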
Lipid droplet: modulators of hepatic lipid droplet formation; AML12 mouse hepatocytes, oleate lipid droplets, BODIPY imaging; inhibition, % at 6.5 µM; hit rate 0.4% among 240,000; AID 1656;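 active means lipid droplet intensity inhibited by at least 50%, with more than 500 cells counted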
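Assay system: AML12 mouse liver cells | Compound dosing: One dose, 6.5 µM compound | Read-out basis: Droplet intensity reduction, % inhibition | Measured by: Fluorescence imaging, 20x objective, two fields per well | Schedule: Overnight treatment with compound plus oleate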
MT stabilize HCS: microtubule stabilizers in HeLa cells. % tubulin-high responders, % at 10 µM. HeLa tubulin immunostaining HCS, 24 h; share of cells brighter than vehicle mean+2SD. hit rate 0.83% among 200,000. AID 2205;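 active means plate Z-score above 3 for both tubulin-high and condensed-nucleus cell shares, with cell loss under 80%, at 10 µM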;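 further: anti alpha tubulin signal scored within the nucleus-defined area of each cell; some results filed as inactive read as strong as hits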
b-catenin transl: alters nuclear translocation of beta-catenin in HeLa cells. nuclear translocation activity, % at 5 µM. hit rate 0.3% among 190,000. immunofluorescence imaging;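 active means nuclear translocation activity above 50% at 5 µM, with a well cell count of 50 or more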;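 further: per-cell ratio of nuclear to cytoplasmic median beta-catenin stain intensity; plate controls were DMSO negative control for no effect and GSK-3 inhibitor IX positive control for full effect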
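Signal – beta-catenin immunofluorescence imaging with DAPI · Test system – human HeLa cell line · Dosing – 5 µM primary single dose, 0.1% DMSO, 0.02–20 µM confirmation series · Measure – % activation, nuclear-to-cytoplasmic median beta-catenin signal ratio per cell · Incubation – 24 h compound exposure at 37°C, 5% CO2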
Dynein transport: blocks dynein driven cargo transport along microtubules; 3617.4 mouse cells, GR-EGFP nuclear translocation imaging; test concentration mostly 20 µM; stimulated with dexamethasone, 1 µM; stronger effect = lower value; z-score, hits read low; hit rate 0.47% among 220,000; AID 1381;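 active means plate z-score of nuclear minus cytoplasmic receptor signal below a set negative limit, without overly bright fluorescence or cell loss, cut at about -3.5 in these data, passing the limit was not always enough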;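 further: z-score of nuclear minus cytoplasmic ring GR-EGFP intensity difference per well; some compounds called inactive have numbers as strong as hits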
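Buffer or medium – tet-free medium with charcoal-stripped serum · Signal – automated 10x imaging of fixed Hoechst-stained cells · Also added – dexamethasone agonist, 1.0 µM final, for 30 min · Incubation – induction 48 h, compound 1 h, agonist 30 min · Read-out – GR-EGFP nuclear translocation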
ER stress rescue: rescue of cells from ER stress-induced death, primary screen, 384-well, CSM14.1, thapsigargin, ATP luminescence (AID 1222); CSM14.1 thapsigargin-induced death rescue, ATP luminescence; higher % means a stronger effect; cellular ATP content (survival), % at 20 µM; hits with a dose series show EC50 in µM; 190,000 tested, under 10 active;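 active means EC50 below 50 µM in the dose-response confirmation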;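 further: death triggered by thapsigargin at about 15 µM added after 2 h compound pretreatment; cell ATP read after overnight thapsigargin exposure of roughly 18 to 22 hours; normalized against plate controls of thapsigargin alone and 5% DMSO vehicle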
Autophagy mod: autophagy modulation, high-content screen. MEF GFP-LC3 puncta imaging; test concentration mostly 10 µM. calls only at 10 µM (by protocol). hit rate 0.98% among 190,000;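 active means percentage of spot-positive cells more than 3 SD above its plate mean, without a fluorescence outlier flag or 80% toxicity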;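 further: spot-positive cell cutoff set from DMSO-treated cells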
Dynein transport cytoplasmic EGFP: second read-out of Dynein transport, no call of its own (marks repeat the call); z-score; measured here: cytoplasmic GR-EGFP intensity; stronger effect = higher value
Dynein transport nuclear GR-EGFP: second read-out of Dynein transport, no call of its own (marks repeat the call); z-score; measured here: nuclear GR-EGFP intensity;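 lower value marks the stronger effect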
Dynein transport cell count: recorded beside Dynein transport, whose call it bears; z-score; measured here: cell count per field
Ins promoter up cell count: second read-out of Ins promoter up, no call of its own (marks repeat the call); cell count; measured here: cytotoxicity, nuclei count;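 total cells summed across four imaged fields per well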
Lipid droplet cells 6.5 µM: recorded beside Lipid droplet, whose call it bears; cell count; measured here: cell count, cytotoxicity flag;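 cells counted across two imaged fields per well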
b-catenin transl cell count 5 µM: further read-out of b-catenin transl, marked with its call; cell count; measured here: cell count, cytotoxicity flag
T cell HTS vesicle-bound %: recorded beside T cell HTS, whose call it bears; double positive events, %; measured here: CD8+ vesicle-bound cell fraction;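 binding gate set so that unloaded-vesicle control wells show 10% double positive cells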
MT stabilize HCS Hoechst-high %: second read-out of MT stabilize HCS, no call of its own (marks repeat the call); % Hoechst-high responders; measured here: nuclear condensation Hoechst responders;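 share of cells brighter than vehicle mean plus two SD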
MT stabilize HCS cytotoxicity %: also measured in MT stabilize HCS; calls as there; toxicity, %; measured here: cytotoxicity by cell density;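 0% = mean cell density of plate MIN control wells and 100% = no cells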
Autophagy mod cell loss 18 h: further read-out of Autophagy mod, marked with its call; toxicity, %; measured here: cell loss, nuclei count;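 cell loss after 18 h compound exposure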
Starred values were filed as active, the others as inactive; i = inactive; · = not tested or not shown.

Each structure is followed by: T cell HTS, T cell HTS vesicle-bound %, PhoP inhibition, Ins promoter up, Ins promoter up cell count, Lipid droplet, Lipid droplet cells 6.5 µM, MT stabilize HCS, MT stabilize HCS Hoechst-high %, MT stabilize HCS cytotoxicity %, b-catenin transl, b-catenin transl cell count 5 µM, Dynein transport, Dynein transport cytoplasmic EGFP, Dynein transport nuclear GR-EGFP, Dynein transport cell count, ER stress rescue, Autophagy mod, Autophagy mod cell loss 18 h
Cc1ccc(C2=NC3(CCCCC3)N=C2SCC(=O)Nc2ccc3c(c2)OCCO3)cc1
    i, 55, -1%, 0.9, 1123, 54*, 720*, 6.0, 2.5, 11, 0.8, 522, 0.27, -0.24, 1.2, -0.17, -3.1%, i, 3
O=C1CC(c2ccccc2)n2nc(NC(=O)c3ccccc3)nc2N1 (stereo unspecified)
    i, 46, 36%, -0.44, 1235, ·, ·, 3.0, 1.7, 11, -0.4, 1389, 0.012, -0.18, -0.17, 0.1, -2.5%, i, 20
CC(C)(C)OC(=O)N1CCC(CNC(=O)Nc2ccccc2)CC1
    i, 47, -1%, -0.73, 1024, -10, 682, ·, ·, ·, 0.0, 1288, -0.31, -0.19, 0.26, 0.66, ·, ·, ·
CCN(Cc1ccccc1)S(=O)(=O)c1ccc(S(=O)(=O)N(Cc2ccccn2)Cc2ccco2)cc1
    i, 24, 8%, -0.33, 997, -2, 817, 1.4, 3.1, 5.9, -2.0, 1103, -0.17, -0.037, -0.17, 0.62, -1.7%, i, -10
Cc1ccccc1Nc1nn2c(=O)c3ccccc3nc2s1
    i, 23, 0%, 0.6, 1441, ·, ·, 4.8, 3.4, 6.7, 0.2, 1417, 0.066, -0.29, 0.1, -0.02, -1.6%, i, 1
CC(C)CCN(CCC(C)C)C(=O)Cc1c(O)c2ccccc2[nH]c1=O
    i, 26, -4%, -0.05, 1053, 9, 741, ·, ·, ·, 1.2, 1223, -0.85, -0.025, -0.066, 0.43, ·, ·, ·
CN1CCN(CCC(=O)Nc2cccc(Br)c2)CC1
    i, 7, -8%, -0.24, 1032, 40, 692, ·, ·, ·, -1.3, 1368, -1, -0.19, -0.098, 0.43, ·, ·, ·
CN(C)CCOc1cccc(Br)c1
    i, 52, -5%, -0.64, 1592, -3, 695, 0.9, 1.2, 4.5, -3.3, 1080, -0.065, 0.18, 0.8, -1.3, -1.1%, i, 13
Cc1ccc(NC(=O)C(=O)NCCN2CCN(C(=S)Nc3ccccc3)CC2)cc1
    i, 44, -14%, -0.05, 1244, 9, 637, 1.4, 2.4, 12, -6.5, 625, 0.66, -0.1, 0.62, 0.071, -1.4%, i, 4
CC(C)c1ccccc1NC(=O)CCc1nc2ccccc2s1
    i, 42, 1%, 0.09, 1535, 0, 521, 2.6, 2.4, 8.9, 0.1, 1088, -0.81, -0.079, -0.42, -0.21, -2.8%, i, 6
COc1cc(NS(=O)(=O)c2ccc(NC(=O)/C(=C\c3ccccc3OC)NC(=O)c3ccccc3)cc2)nc(OC)n1
    i, 46, 18%, 0.06, 1881, -5, 683, 2.7, 1.9, 3.2, -1.8, 1111, -0.77, 0.14, -0.5, 1.1, -0.7%, i, 13
CCN(CC)C(=O)N1CCN(S(=O)(=O)c2ccc(C)c(C)c2)CC1
    i, 53, -4%, -0.3, 1276, 0, 699, 3.0, 1.6, 1.0, 0.6, 1006, -0.043, -0.24, -0.071, 0.2, -1.0%, i, -3
CC(C)NC(=O)c1cc2cc(Br)ccc2oc1=O
    i, 53, -3%, ·, ·, ·, ·, 3.9, 1.8, 3.2, -2.1, 787, 0.7, -0.024, 0.55, -0.65, 0.9%, i, 12
CCOC(=O)C1CCN(S(=O)(=O)c2cccc(-c3cn4cccc(C)c4n3)c2)CC1
    i, 29, 2%, -0.55, 853, 2, 744, 1.5, 1.5, 11, -6.5, 1238, 0.17, -0.21, 0.056, 0.038, 0.8%, i, 54
CCC(=O)Nc1ccc2c(c1)nc(CCN1CCN(c3ccccc3)CC1)n2C
    i, 40, -11%, -0.6, 1367, ·, ·, ·, ·, ·, 0.4, 1357, -0.062, -0.29, -0.25, 0.86, ·, ·, ·
COc1cc(C)nc(N(Cc2ccccc2)S(=O)(=O)c2ccccc2)n1
    i, 35, 0%, -0.72, 1219, -31, 757, 3.2, 2.5, 3.3, -1.4, 1110, 0.13, -0.29, 0.13, -0.44, -2.6%, i, 3
Cc1ccc(S(=O)(=O)N2CCCSCC2)cc1
    i, 17, 5%, 0.55, 1290, ·, ·, 3.8, 2.1, 8.4, -0.7, 818, 0.058, -0.41, -0.14, 0.48, -0.6%, i, 10
CCOc1cc(-c2nc(-c3ccccc3OC)no2)cc(OCC)c1OCC
    i, 45, 1%, -1.7, 1216, -6, 750, 3.1, 2.1, 3.9, -1.6, 1209, 0.17, -0.2, 0.079, -0.68, 1.1%, i, 3
COc1ccc(OC)c(CNC(=O)COc2cc(=O)n(C)c3ccccc23)c1
    i, 22, ·, ·, ·, ·, ·, 2.3, 3.4, 11, ·, ·, -0.097, -0.17, 0.25, 0.26, ·, i, 5
COc1cc(-c2[nH]nc3c2C(c2ccoc2)C(C#N)=C(N)O3)cc(OC)c1OC (stereo unspecified)
    i, 14, -8%, 0.41, 1021, 15, 739, 3.0, 2.7, 0.1, -2.7, 1180, -0.83, -0.19, -0.43, 0.14, -2.3%, i, -3
FC(F)Sc1ccc(Nc2ncnc3nc[nH]c23)cc1
    i, 10, 10%, 0.21, 1172, -4, 730, 2.8, 2.5, 5.0, 0.7, 1132, 0.16, -0.27, -0.058, 0.22, 1.6%, i, 2
O=S(=O)(NCc1ccco1)c1cnc(Cl)c(Cl)c1
    i, 28, -4%, -0.34, 1405, -44, 667, ·, ·, ·, 0.2, 1281, 0.72, -0.25, -0.061, -0.27, ·, ·, ·
Cc1nn(CC(=O)N2CCN(Cc3ccccc3)CC2)c(=O)c2ccccc12
    i, 21, 3%, -0.53, 1071, 4, 757, 4.5, 1.7, 9.7, 3.5, 966, -0.5, -0.18, -0.0059, 0.58, 0.7%, i, -2
Cc1ccc(NC(=O)COc2ccc(/C=N/NC(=O)CSCc3ccccc3)cc2)cc1
    i, 30, -1%, -0.01, 1908, -20, 600, 0.9, 2.0, 12, -0.7, 1099, -0.24, 4.6, 0.24, 0.75, -3.7%, i, 0
COc1ccccc1C(=O)NNC(=S)NC(=O)c1cc(OC)c(OC)c(OC)c1
    i, 57, 5%, -1, 1441, -8, 672, 5.3, 1.4, 14, 1.9, 939, 1.2, -0.24, 0.62, -0.54, 3.1%, i, 25
Cc1ccc(C(=O)N/N=C\c2ccc[nH]2)cn1
    i, 38, -6%, ·, ·, 3, 776, 1.4, 1.7, 10, -7.0, 1163, -0.76, 0.015, -0.086, 0.4, -4.0%, i, 2
CC(C)(C)c1nc2cc(Cl)c([N+](=O)[O-])cc2o1
    i, 18, ·, 0.02, 1408, -16, 723, 1.5, 1.5, 4.6, -1.2, 1080, -0.97, -0.3, -0.2, 0.75, -0.3%, i, -3
O=C(c1ccco1)N1CCCN(Cc2cn[nH]c2-c2ccc(-c3ccccc3)cc2)CC1
    i, 26, 0%, -0.53, 1437, -19, 674, 3.1, 1.4, 14, 0.0, 1472, 2.7, 0.072, 2.3, -2, 1.6%, i, 2
COc1ccc(S(=O)(=O)Nc2ccccn2)cc1C
    i, 66, 4%, -0.02, 1351, 0, 745, 2.4, 1.1, 4.6, -0.2, 1014, 0.06, 0.087, 0.41, -0.85, -1.0%, i, 13
COc1cccc(OCC(O)CN2CCOCC2)c1 (stereo unspecified)
    i, 27, 10%, 0.09, 1368, ·, ·, 2.1, 1.2, 1.9, -0.7, 1428, 0.42, -0.22, 0.54, -0.35, -2.8%, ·, ·
CNc1ccc(/C=C2\COc3ccccc3C2=O)cc1[N+](=O)[O-]
    i, 38, 7%, 0.24, 888, 9, 805, 2.5, 1.1, 5.4, -1.9, 1155, 0.7, -0.33, 0.75, -0.12, -6.0%, i, -2

Rows were taken by chance; any-hit rate near 3%.
